# proCasp3 act: procaspase-3 (human) activation; recombinant procaspase-3 D3A, Ac-DEVD-pNA absorbance 405 nm; activation, % at 8.5 µM; actives 0.11% (n = 330,000); AID 463141;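 active means activation above the mean of all tested compounds plus 3 SD, cut at about 21% in these data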;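 further: 0% = DMSO alone and 100% = DMSO wells spiked with extra 5 µM PC-3 D3A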
# Target sequence (P42574 whole entry D9A/D28A/D175A): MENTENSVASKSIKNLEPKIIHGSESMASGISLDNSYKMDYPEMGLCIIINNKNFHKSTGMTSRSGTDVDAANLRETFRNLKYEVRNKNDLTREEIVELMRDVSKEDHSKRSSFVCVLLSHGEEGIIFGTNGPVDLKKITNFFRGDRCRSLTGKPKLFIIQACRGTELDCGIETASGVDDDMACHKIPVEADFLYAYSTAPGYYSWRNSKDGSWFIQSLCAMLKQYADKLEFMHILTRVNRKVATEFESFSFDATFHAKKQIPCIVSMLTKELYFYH
#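 Assay system: Procaspase-3 D3A mutant, all three cleavage aspartates alanine. Buffer or medium: Zinc-free HEPES saline buffer with Triton X-100. Times: 1 h compound preincubation, 2 h substrate hydrolysis at 25 °C. Measured by: 405 nm absorbance of p-nitroaniline, reads at 0 and 120 min. Read-out basis: percent activation relative to control range. Replicates: singlicate.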
# Fh CTSL1 inh: blocks F. hepatica cathepsin L1 in PFM18AAP counter-screen | recombinant F. hepatica cathepsin L1, Z-Leu-Arg-MCA fluorescence | inhibition, % at 5.96 µM | actives 0.49% (n = 300,000);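 active means inhibition above the mean of all tested compounds plus 3 SD, set per screening campaign, cut at about 17% in these data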;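 further: 0% = plate median of test compound wells and 100% = 1 µM Z-Phe-Ala-diazomethylketone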
# TPT1 inh: inhibitors of Candida albicans tRNA 2'-phosphotransferase TPT1; actives 0.81% (n = 300,000); recombinant caTPT1, FP RNA substrate dephosphorylation; inhibition, % at 5 µM; AID 1962;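 active means inhibition above the mean of all tested compounds plus 3 SD, set per screening campaign, cut at about 24% in these data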;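 further: plate controls were DMSO alone for no effect and ferristatin control at 100 nM for full effect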
# HCV core dimer: HCV core protein dimerization inhibition; TR-FRET GST/Flag-core106 dimerization, 1536-well; inhibition, % at 5 µM; actives 0.33% (n = 300,000);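 active means inhibition above the mean of all tested compounds plus 3 SD, set per screening campaign, cut at about 45% in these data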
#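 System: GST/Flag-tagged HCV core106 proteins. Incubation: compound-protein-antibody incubation 4 h at 22.5 °C. Technique: HTRF with 340 nm excitation, 617/671 nm emission. Medium: KF-containing HEPES buffer, pH 7.45, DTT, CHAPS, BSA. Read-out: inhibition (%) from 671 over 617 nm ratio. Also added: Eu(K)-anti-GST 90 ng/mL plus XL665-anti-Flag 1 µg/mL.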
# PP5 primary: PP5 (human) phosphatase inhibition; P53041; purified PP5c, OMFP substrate fluorescence; inhibition, % at 6.7 µM; actives 0.18% (n = 320,000);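 active means inhibition above the campaign's mean inhibition across all tested compounds plus 3 SD, cut at about 9.5% in these data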;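 further: 0% = DMSO only and 100% = 100 µM cantharidin control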
# Target sequence (P53041 whole entry, looked up): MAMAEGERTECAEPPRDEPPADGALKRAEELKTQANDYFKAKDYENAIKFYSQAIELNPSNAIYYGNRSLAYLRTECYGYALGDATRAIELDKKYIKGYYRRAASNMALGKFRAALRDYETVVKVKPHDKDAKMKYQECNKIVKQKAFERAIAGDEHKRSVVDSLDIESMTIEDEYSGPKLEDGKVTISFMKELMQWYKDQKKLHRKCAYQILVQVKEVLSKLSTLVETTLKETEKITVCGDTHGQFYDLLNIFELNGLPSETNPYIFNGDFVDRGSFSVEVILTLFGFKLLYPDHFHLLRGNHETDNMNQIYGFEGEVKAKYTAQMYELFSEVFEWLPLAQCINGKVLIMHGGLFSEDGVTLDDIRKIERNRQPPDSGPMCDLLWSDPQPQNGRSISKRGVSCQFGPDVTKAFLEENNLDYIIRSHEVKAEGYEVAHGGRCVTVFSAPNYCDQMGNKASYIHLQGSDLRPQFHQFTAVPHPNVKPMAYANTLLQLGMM
# PAFAH2 FP inh: PAFAH2 (human) inhibition | AID 492956 | recombinant PAFAH2, FP-rhodamine activity probe, fluorescence polarization | inhibition, % at 3.39 µM | Q99487 | actives 0.99% (n = 340,000);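 active means inhibition above the mean over all tested compounds plus 3 SD, cut at about 30% in these data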;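 further: inhibitors block probe labeling of enzyme so polarization drops; 0% = enzyme with DMSO and 100% = wells lacking PAFAH2 protein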
# AHR act: activators of human aryl hydrocarbon receptor | P35869 | AHR-responsive luciferase reporter cells, luminescence | activation, % at 5 µM | actives 2.5% (n = 320,000); in the data active means activation above about 47%;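 further: 0% = vehicle wells and 100% = reference agonist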
# proCasp7 act: activates human procaspase-7, counter-screen for procaspase-3 activators; recombinant procaspase-7, Ac-DEVD-pNA absorbance 405 nm; D23A/D198A/D206A triple mutant, cannot self-cleave; scale: DMSO 0, 5 µM enzyme 100; activation, % at 8.5 µM; actives 0.093% (n = 330,000);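 active means percent activation above the screen-wide mean plus 3 SD, cut at about 25% in these data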
# Target sequence (P55210 whole entry D23A/D198A/D206A): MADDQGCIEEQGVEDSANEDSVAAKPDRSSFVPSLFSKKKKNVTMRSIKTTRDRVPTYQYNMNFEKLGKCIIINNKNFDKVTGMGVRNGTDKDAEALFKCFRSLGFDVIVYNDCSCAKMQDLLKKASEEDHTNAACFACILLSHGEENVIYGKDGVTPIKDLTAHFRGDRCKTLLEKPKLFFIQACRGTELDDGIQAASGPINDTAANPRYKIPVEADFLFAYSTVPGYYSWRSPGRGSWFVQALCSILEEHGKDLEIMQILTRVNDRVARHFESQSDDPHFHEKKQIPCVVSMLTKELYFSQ
#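 Assay system: Uncleavable procaspase-7 mutant enzyme | Input: 2 µM procaspase-7 mutant as dispensed | Timing: 1 h compound preincubation, 2 h substrate cleavage, 25 °C | Repeats: One well per compound | Control set: DMSO wells as 0%, DMSO with 5 µM added PC-7 as 100% | Technique: Epi-absorbance of released pNA at 405 nm, two timepoints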
# PP1 inh: PP1-alpha (human) inhibition in PP5 counter-screen | P62136 | AID 2235 | actives 0.9% (n = 320,000) | purified PP1alpha, OMFP fluorescence | inhibition, % at 6.7 µM;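 active means inhibition above the mean inhibition of all tested compounds plus 3 SD, computed separately for each screening campaign, cut at about 15% in these data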
# Active calls of the source: *; . = not tested or not shown.
SMILES,proCasp3 act,Fh CTSL1 inh,TPT1 inh,HCV core dimer,PP5 primary,PAFAH2 FP inh,AHR act,proCasp7 act,PP1 inh
CCc1ccc(NC(=O)CS(=O)CC(=O)NCCCc2ccccc2)cc1 (stereo unspecified),12,-4,2,7,0.9,0,0,0,-4
COCCNC(=O)COc1cc(=O)n(C)c2ccccc12,-1,-1,-2,-4,-2.2,0,5,3,-3
Cc1cc(SC(C)C(=O)Nc2ncc(Cl)cc2Cl)nc2ccccc12 (stereo unspecified),6,3,3,3,-1.8,1,8,-2,1
CCC(=O)Nc1ccc(C(=O)COC(=O)Cc2ccsc2)cc1,1,.,.,.,2.7,-3,1,-24,8
Cc1cccn2c(=O)nc(SCC(=O)N3CCC(Cc4ccccc4)CC3)nc12,-12,-2,-1,8,2.3,9,0,-6,-3
COCCSc1nc2c(c(=O)[nH]c(=O)n2C)n1Cc1cccc(C)c1,0,0,-3,7,1.7,-1,8,10,2
CC(=O)c1cccc(NC(=O)NN2CCN(C)CC2)c1,-8,0,1,-1,2.1,3,2,13,-3
CC(=O)Nc1cccc(NC(=O)Nc2ccc(F)cc2F)c1,-6,0,55*,-13,3.5,1,6,-8,-2
CCOC(=O)C1CCCN(CCC(=O)Nc2cc(OC)ccc2OC)C1 (stereo unspecified),0,3,-4,-1,-2.3,0,-2,6,-3
Cn1ncc(Cl)c1C(=O)N1CCN(S(=O)(=O)c2cccs2)CC1,1,-6,-1,-11,1.8,0,1,-5,-2
Cc1[nH]ncc1N=Cc1ccc([N+](=O)[O-])cc1,2,1,0,-4,1.3,-2,2,-11,-5
Cc1ccc(N2N=C(c3ccc(Br)cc3)CCC2=O)cc1,-1,-5,1,-35,-5.4,-5,15,-4,0
CN1C(=O)c2ccc(C(=O)NCc3ccco3)cc2C1=O,5,0,-2,-15,3.0,10,-2,2,-1
OC1CCN(c2ncnc3c2nnn3Cc2c(F)cccc2Cl)CC1,0,8,3,0,2.6,5,7,9,2
CC1Cc2ccccc2N1C(=O)CSc1nnc2sc3ccccc3n12 (stereo unspecified),-7,-2,2,-1,1.8,-10,-5,4,9
CC(=O)Nc1cc2c(cc1NC(=O)Cn1nnc(-c3ccc(C)o3)n1)OCCO2,-6,-3,-2,-5,3.5,7,5,-2,-6
COc1ccc(N2C(=O)[C@@H]3[C@H](C2=O)[C@H](C(C)=O)N2c4ccccc4C=C[C@@H]32)cc1,-14,-2,23,27,-1.3,8,40,0,4
Cc1nn(C)c(Oc2ccccc2)c1CCNS(=O)(=O)c1ccc(F)cc1,10,-1,1,-2,2.6,12,-3,9,-1
C#CCN1C(=O)C(O)(CC(=O)/C=C/c2ccco2)c2ccccc21 (stereo unspecified),11,9,0,2,2.3,0,10,2,-2
O=C(N=Nc1c(O)n(C2OC(=O)c3ccccc32)c2ccccc12)c1ccc(O)cc1 (stereo unspecified),-10,-1,-1,-1,1.4,-34,-3,2,0
COc1cccc(C(C(=O)NCc2ccccc2)N(C(=O)c2csnn2)C2CC2)c1 (stereo unspecified),5,-2,-2,10,-0.1,6,0,12,-3
CCc1ccc(NC(=O)C2CCCN(S(=O)(=O)c3ccc4c(c3)CC(C)N4C(C)=O)C2)cc1 (stereo unspecified),-3,-4,0,18,2.8,-1,0,-4,0
NS(=O)(=O)c1ccc(NC(=O)CSc2cn[nH]n2)cc1,4,-3,3,6,2.5,-18,0,5,0
CCOc1ccc(Br)cc1S(=O)(=O)N1CCC(C(N)=O)CC1,3,0,5,4,-0.2,5,2,6,1
COc1ccc(NC(=O)N(C)C[C@H]2Oc3ccc(NC(=O)Nc4c(C)noc4C)cc3C(=O)N([C@H](C)CO)C[C@@H]2C)cc1,8,.,.,.,.,7,1,-8,.
Cc1ccc(N(CCC#N)C(=O)COC(=O)c2cc(C)oc2C)cc1,4,.,.,.,4.3,12,0,6,-4
COc1cc(OC)c(NC(=O)c2cc(S(=O)(=O)N3CCOCC3)cn2C)cc1Cl,11,2,0,9,2.5,9,13,-1,4
O=C(Cn1nc(-c2ccccc2)nc1-c1ccccc1)OC1CCCCC1,2,5,2,4,4.6,4,2,-6,5
COC(=O)C1=C[C@@H](C(=O)OC)C2C3=C(C(=O)C24CCCCC4)[C@H](C)n2c(=O)n(-c4ccccc4)c(=O)n2[C@@H]3C1 (stereo partly specified),4,1,-3,14,-0.1,2,1,-8,0
COc1ccc2nc(NC(=O)CCNC(=O)c3ccco3)sc2c1,3,.,.,.,1.2,4,14,3,-4
Cc1ccc(CNC(=O)c2ccc(N3CCC4(CC3)CC(c3ccccc3)=NO4)c(NC(=O)c3c(Cl)cccc3Cl)c2)cc1,-11,1,0,37,1.6,-16,1,5,13
O=C(NCc1ccccc1)C1CCC(=O)N(CCN2CCOCC2)C1 (stereo unspecified),-4,2,-6,4,-0.1,-12,2,7,-3
CCOC(=O)C1CCN(C(=O)CCCn2nc(C)c3c(C)n(-c4ccc(C)cc4)nc3c2=O)CC1,4,-3,-1,10,0.2,9,-1,-7,-1
O=C(CN1C(=O)c2cccc3cccc1c23)N1CCc2ccccc2C1,3,9,1,-3,2.4,-7,2,-2,1
Cc1cccc(NC(=O)CSCC(=O)N2CCN(C(=O)c3ccco3)CC2)c1,-2,.,.,.,-0.3,5,-1,-6,-1
Cn1cc([C@@H]2C[C@H]3CN(C4CCCC4)C(=O)[C@]34CCCN24)c(-c2ccccc2)n1,-2,-2,-5,0,-1.9,-1,1,16,-5
Cc1ccc2oc(=O)cc(CN3CCN(C/C=C/c4ccccc4)CC3)c2c1,10,-2,0,2,1.5,5,-5,11,1
CCCC(=O)Nc1ccc(NC(=O)c2ccco2)cn1,-10,0,3,-3,0.0,1,1,-5,-8
O=C(NCCc1ccccc1)N1c2ccccc2Sc2ccccc21,-2,1,-6,6,2.4,-9,4,0,5
CCN(C(=O)c1ccnn1C)c1ccccc1,12,3,-3,4,0.6,3,-2,15,-2
CC(=O)c1c(C)[nH]c(C(=O)OCC(=O)Nc2ncc(Cl)c(C)c2Cl)c1C,-5,-3,1,36,1.8,22,20,2,4
COc1ccc2c(c1)CCC/C2=N\Nc1nc(C(=O)NN)cs1,4,2,2,6,2.2,.,35,-11,22*
COc1ccc(CC(=O)NNC(=O)CSc2nnc(C)n2-c2ccccc2)cc1,-4,-5,2,-6,0.9,-2,0,7,-2
O=C(CNS(=O)(=O)c1ccccc1)OCC(=O)c1ccc([N+](=O)[O-])cc1,-21,-8,-3,21,0.6,-2,-3,-22,-2
CC(c1ccon1)N(C)C(=O)c1ccc(OC2CCN(C(=O)C3CC3)CC2)cc1 (stereo unspecified),3,-2,10,-2,0.6,-4,2,19,-2
CC1CCCN(CCCNC(=O)CN2C(=O)COc3ccc(S(=O)(=O)N4CCOCC4)cc32)C1 (stereo unspecified),-6,1,2,7,0.0,3,-1,-11,0
COc1ccc(Cl)cc1C(=O)OCC(=O)NCCNC(=O)COC(=O)c1cc(Cl)ccc1OC,5,3,0,-3,-0.2,4,-3,-2,-3
CC1(c2nnc(-c3cccc(Cl)c3)o2)CC(c2cccc([N+](=O)[O-])c2)=NO1 (stereo unspecified),2,2,-2,-7,2.1,16,0,-4,-2
COC(=O)c1ccc(COC(=O)CNC(=O)C2CCCCC2)cc1,6,.,.,.,.,4,-1,6,.
CCc1ccc2[nH]c(C(=O)Nc3ccc4c(c3)OCO4)cc2c1,1,2,2,14,2.7,8,72*,-1,-4
Cc1ccc(NC(=S)NC2CCCC2)cc1,-3,-3,4,-4,-1.3,10,5,-6,-2
Cc1ccc(OCc2nc(-c3ccccn3)n[nH]2)cc1,-4,-8,4,8,1.5,6,18,-1,3
COc1ccc(-n2c(SCC(=O)NCCC(C)C)nc3ccsc3c2=O)cc1,-8,1,-2,0,2.6,1,2,-25,4
CC(C)[C@H](NC(=O)C1CCN(S(=O)(=O)c2ccc(F)cc2)CC1)C(=O)NCc1ccncc1,7,1,-1,0,-0.9,2,-3,-3,1
COc1cccc(-c2cc(C(=O)NCc3ccco3)c3ccccc3n2)c1,-6,4,2,34,3.7,4,14,-9,2
CCC(SC1=Nc2ccccc2C2=NC(CC(C)C)C(=O)N12)C(=O)Nc1ccc2c(c1)OCO2 (stereo unspecified),-10,5,2,23,1.6,-2,30,-7,0
Cc1ccc2nc(-c3ccccc3)cc(C(=O)N3CCN(c4ccccc4O)CC3)c2c1,4,-1,-1,15,2.5,4,21,-1,-3
CSc1nnc(NC(=O)CCc2ccccc2)s1,-2,-2,0,7,-1.2,-10,14,7,-1
COc1cc(/C=C(/C(=O)O)c2ccc(-c3ccccc3)cc2)cc(OC)c1OC,8,4,3,22,2.8,9,2,5,6
CCOc1cc(/C=C2/SC(=S)N(CC(=O)O)C2=O)ccc1OC(=O)c1cccs1,-8,4,1,4,2.2,-12,3,-21,4

# 3 compounds drawn at random from the list so far:
SMILES,proCasp3 act,Fh CTSL1 inh,TPT1 inh,HCV core dimer,PP5 primary,PAFAH2 FP inh,AHR act,proCasp7 act,PP1 inh
COC(=O)c1ccc(COC(=O)CNC(=O)C2CCCCC2)cc1,6,.,.,.,.,4,-1,6,.
Cc1ccc(NC(=S)NC2CCCC2)cc1,-3,-3,4,-4,-1.3,10,5,-6,-2
Cc1ccc(OCc2nc(-c3ccccn3)n[nH]2)cc1,-4,-8,4,8,1.5,6,18,-1,3

# Following part.
SMILES,proCasp3 act,Fh CTSL1 inh,TPT1 inh,HCV core dimer,PP5 primary,PAFAH2 FP inh,AHR act,proCasp7 act,PP1 inh
O=S(=O)(Cc1ccc(Cl)cc1)c1ncc(CO)n1Cc1ccccc1,4,-1,1,-5,-0.6,10,2,2,-6
CC1(c2nnc(-c3ccncc3)o2)CC(c2ccc(F)cc2)=NO1 (stereo unspecified),10,-2,-4,1,-2.7,-32,0,-5,1
CCOC(=O)C1CCN(S(=O)(=O)c2ccc3c(c2)NC(=O)CS3)CC1,4,2,-1,-3,-0.4,-9,0,2,-2
Cc1sc(NC(=O)CN(CCc2ccccc2)C(=O)C2CC2)c(C(N)=O)c1C,1,-3,-2,0,-0.3,5,10,8,-2
COCCN(CCOC)C(=O)c1ccc(NS(=O)(=O)c2ccc3c(c2)OCCO3)cc1,3,-2,-2,2,1.0,4,-3,2,-4
COc1cc(CC(C#N)(CO)c2nc3ccccc3[nH]2)ccc1OC(F)F (stereo unspecified),-1,-1,4,4,0.8,-3,0,5,-4
CSCCC(NC(=O)/C(=C\c1ccc(Cl)cc1)NC(=O)c1ccccc1)C(=O)O (stereo unspecified),4,4,-9,-1,3.2,0,-2,-8,-1
O=C(NC1CCCCC1)C(c1ccc(F)cc1)N(Cc1ccco1)C(=O)c1csnn1 (stereo unspecified),2,0,-2,2,0.3,-1,0,3,-2

# Screening data (PubChem BioAssay)
